RGS4-Gao reg = human RGS4-Galphao interaction regulation; P09471; actives 0.33% (n = 220,000); Multiplexed bead flow cytometry, RGS4-Galphao binding; actives lie on both sides; binding response (% of control), % at 10 µM; in the data active = binding response below about 49% or above about 150%; inactive = in between;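 also: fluorescent Galphao activated with aluminum fluoride binding bead-coupled RGS4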
Target sequence (P09471 whole entry, looked up): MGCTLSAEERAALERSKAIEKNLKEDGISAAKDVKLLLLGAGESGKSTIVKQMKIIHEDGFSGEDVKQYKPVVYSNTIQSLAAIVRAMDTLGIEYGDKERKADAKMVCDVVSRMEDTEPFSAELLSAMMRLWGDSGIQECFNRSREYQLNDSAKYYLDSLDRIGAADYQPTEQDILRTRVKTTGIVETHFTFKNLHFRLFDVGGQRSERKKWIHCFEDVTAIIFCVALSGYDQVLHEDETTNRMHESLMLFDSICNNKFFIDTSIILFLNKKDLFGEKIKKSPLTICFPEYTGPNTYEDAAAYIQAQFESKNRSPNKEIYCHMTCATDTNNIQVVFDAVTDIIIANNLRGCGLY
RGS8-Gao = human RGS8-Galphao interaction regulation | multiplexed bead flow cytometry, RGS8-Galphao binding; actives lie on both sides | response (percent of control binding), % at 10 µM | actives 0.34% (n = 220,000) | P09471 | AID 1423; in the data active = response below about 60% or above about 140%; inactive = in between;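 also: Galphao activated as the GDP aluminium fluoride complex binding bead-coupled RGS8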
RGS7-Gao reg = human RGS7-Galphao interaction regulation; binding response (% of control), % at 10 µM; actives 0.35% (n = 220,000); AID 1439; P09471; Multiplexed bead flow cytometry, RGS7-Galphao binding; actives lie on both sides; in the data active = binding response below about 49% or above about 150%; inconclusive = no clear call, values can overlap the other calls; inactive = in between;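 also: fluorescent Galphao held in activated GDP-AlF4 state binding bead-coupled RGS7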
Mcl1-Bid inh = disrupts binding of human Mcl-1 to Bid peptide. TR-FRET Mcl-1/Bid-Dy647 peptide binding, 1536-well. inhibition, % at 21.7 µM. actives 0.97% (n = 220,000). AID 1021;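 active = compounds that cut the binding signal by more than half at the single screening dose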;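 also: His-tagged Mcl-1 with europium anti-His antibody binding Bid BH3 peptide; 0% = Mcl-1 plus peptide wells and 100% = peptide-only wells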
Target sequence (Q07820 whole entry, looked up): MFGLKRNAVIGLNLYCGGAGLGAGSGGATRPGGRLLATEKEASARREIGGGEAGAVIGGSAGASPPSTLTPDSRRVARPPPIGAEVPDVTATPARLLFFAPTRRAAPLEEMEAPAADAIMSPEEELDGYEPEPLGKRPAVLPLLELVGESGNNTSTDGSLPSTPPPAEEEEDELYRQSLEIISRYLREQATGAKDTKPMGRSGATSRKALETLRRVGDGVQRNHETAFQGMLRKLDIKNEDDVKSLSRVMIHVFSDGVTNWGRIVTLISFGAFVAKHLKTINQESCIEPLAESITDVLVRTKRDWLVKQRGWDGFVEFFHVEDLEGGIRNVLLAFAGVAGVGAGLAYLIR
* hit, by the source's call; ? = inconclusive; . = not tested or not shown. A portion of the library (hit frequency here may not be typical).

smiles | RGS7-Gao reg | RGS8-Gao | RGS4-Gao reg | Mcl1-Bid inh
CC#CCc1cc2ccccc2c(=O)o1 | ? | 105 | 104 | -13
N#CC1=C(N)Oc2c(ccc3cccnc23)C1c1ccncc1 (stereo not given) | ? | 101 | 100 | -14
O=C(Nc1cccc(S(=O)(=O)N2CCOCC2)c1)c1cc2ccccc2o1 | ? | 99 | 100 | -29
O=C(COc1ccc(Cl)cc1)N(Cc1ccco1)C1CCS(=O)(=O)C1 (stereo not given) | ? | 102 | 98 | 3
COc1ccc(NC(=O)c2nc[nH]c2C(=O)N[C@H](C)c2ccccc2)cc1 | ? | 101 | 105 | -43
O=C(O)COc1ccc(/C=N/NC(=O)c2ccc(-c3csc(Nc4ccc(Cl)cc4)n3)cc2)cc1 | ? | 99 | 100 | 95*
CCCCCCC(C)OC(=O)Nc1cccc2ccccc12 (stereo not given) | ? | 104 | 110 | -6
COc1ccc(-c2cc(=O)c3ccccc3o2)cc1 | ? | 84 | 67 | -3
COc1ccc(-c2n[nH]c(=S)n2-c2ccc(C)cc2)cc1 | ? | 103 | 102 | -128
COc1cccc(C(=O)NC(=O)Nc2cc(C)[nH]n2)c1 | ? | 103 | 99 | -50
CC(=O)/C(=C\N(C)C)Sc1ccc(Cl)cc1 | ? | 93 | 84 | -14
COc1ccccc1CNC(=O)C(=O)NCC1OCCN1C(=O)c1ccc(Cl)cc1 (stereo not given) | ? | 98 | 87 | -11
CC(C)(C)c1cc(C(=O)O)n(Cc2ccc(Cl)cc2Cl)n1 | ? | 98 | 94 | -3
COCCNC(=O)C1CCN(S(=O)(=O)c2c(C)noc2/C=C/c2cccs2)CC1 | ? | 98 | 99 | 6
COC(=O)c1c(-c2c(Cl)cccc2Cl)noc1NC(=O)NN1CCCCC1 | ? | 103 | 103 | -19
Cc1c(C=N)c(O)n(C)c(=O)c1C#N | ? | 102 | 95 | -8
COc1ccc(-c2cc(C(=O)Nc3ccc(S(=O)(=O)Nc4onc(C)c4C)cc3)c3ccccc3n2)cc1 | ? | 99 | 95 | 10
CCN(CC)c1ccc(NC2CC(=O)N(CCc3ccc(OC)cc3)C2=O)cc1 (stereo not given) | ? | 101 | 106 | -158
COc1ccc(CCNc2ccc(C(CC(N)=O)NC(=O)Cc3ccc(Br)cc3)cc2[N+](=O)[O-])cc1 (stereo not given) | ? | 102 | 100 | -13
Cc1sc(NC(=O)/C=C/c2ccco2)c(C(=O)O)c1C | ? | 98 | 90 | -25
CCCC[n+]1ccn(-c2nc3ccccc3nc2[N-]S(=O)(=O)c2ccc(Cl)cc2)c1 | ? | 100 | 100 | -39
CC(=O)c1cccc(NC(=O)NCCc2c[nH]c3ccccc23)c1 | ? | 96 | 89 | -33
O=C(OCc1nc2ccccc2[n+]([O-])c1C(=O)c1ccccc1)c1cccnc1 | ? | 104 | 107 | -9
O=c1oc2cccnc2n1CCS(=O)(=O)c1ccc(F)cc1 | ? | 98 | 91 | -48
FC(F)(F)c1cccc(-c2nc3nc(Cl)c(Cl)nc3[nH]2)c1 | ? | 102 | 101 | -6
CCc1nnc(NC(=O)COc2ccccc2[N+](=O)[O-])s1 | ? | 99 | 101 | -2
CC(=O)c1ccc(NC(=O)C2CC(=O)Nc3nc4ccccc4n32)cc1 (stereo not given) | ? | 100 | 95 | -43
O=C(Cc1nnc(NC(=O)Nc2ccccc2F)s1)NCc1ccccc1 | ? | 100 | 99 | 7
COC(=O)C1=C(C)N(Cc2ccccc2)C(=O)/C1=C\c1ccco1 | ? | 102 | 112 | -47
O=C(NC(=S)Nc1cc(Cl)ccc1O)c1cccc(Br)c1 | ? | 105 | 102 | -82
CC1=NN(C(=O)c2ccoc2C)C(O)(C(F)(F)F)C1 (stereo not given) | ? | 105 | 108 | -21
COc1ccc(C(=O)N/N=C(\C)CC(=O)Nc2ccc3c(c2)OCO3)cc1 | ? | 95 | 92 | -47
CCOc1ccc(NC(=S)NCc2ccc3c(c2)OCO3)cc1 | ? | 100 | 104 | -124
CC(=O)N1N=C(c2cccc([N+](=O)[O-])c2)OC1c1ccc(Br)cc1 (stereo not given) | ? | 101 | 103 | -9
N#C/C(=C\Nc1ccc(Cl)cc1)S(=O)(=O)c1ccccn1 | ? | 102 | 105 | -7
Cc1ccc(S(=O)(=O)N(C)C)cc1NC(=O)CCc1ccccc1 | ? | 103 | 98 | -7

Reprinted from the part before: 2 compounds, then new ones.
smiles | RGS7-Gao reg | RGS8-Gao | RGS4-Gao reg | Mcl1-Bid inh
N#C/C(=C\Nc1ccc(Cl)cc1)S(=O)(=O)c1ccccn1 | ? | 102 | 105 | -7
Cc1ccc(S(=O)(=O)N(C)C)cc1NC(=O)CCc1ccccc1 | ? | 103 | 98 | -7
CC1(C)SC[C@H](C(=O)Nc2cccc(Cl)c2)N1C=O | ? | 100 | 107 | -23
Cc1ccnc(NC(=O)COC(=O)c2ccc(F)cc2F)n1 | ? | 96 | 100 | -2
C/C(=N\Nc1ccc(Cl)c(C(=O)O)c1)c1ccc[nH]1 | ? | 101 | 102 | -34
COc1ccc(CN(C(=O)c2cc3ccccc3oc2=O)C2CCS(=O)(=O)C2)cc1 (stereo not given) | ? | 101 | 100 | -11
COc1ccc(N(C(=O)/C=C/c2ccccc2)C2=CC3CCC(C2)N3C)cc1 (stereo not given) | ? | 100 | 97 | -11
COc1ccccc1/C=C/C=c1\sc2nc(=O)c(Cc3ccccc3)nn2c1=O | ? | 102 | 101 | -35
COc1ccc(-c2csc(COC(=O)C(C)(C)C)n2)cc1 | ? | 88 | 91 | -5
CC(C)[C@H](NC(=O)[C@@H]1Cc2ccccc2CN1C(=O)OC(C)(C)C)C(=O)NCC1CCC(C(=O)O)CC1 (stereo not given in full) | ? | 100 | 94 | 3
COc1ccc(-c2noc(-c3cccs3)n2)cc1OC | ? | 95 | 93 | 58*
CS(=O)(=O)c1ccc(C(=O)Nc2ccccc2Cl)cc1 | ? | 97 | 98 | -9
NC(CO)C12CC3CC(CC(C3)C1)C2 (stereo not given) | ? | 99 | 98 | -8
C=CCNC(=S)NC(=O)c1csc([N+](=O)[O-])c1 | . | 96 | 95 | -29
CSCC(=O)Nc1cc(C)on1 | ? | 100 | 98 | -15
O=C(O)CCC(=O)N1N=C(c2ccccc2)CC1c1cccs1 (stereo not given) | ? | 101 | 101 | 0
O=S(=O)(c1ccc(-c2ccon2)s1)N1CCCC1 | ? | 102 | 103 | -22
CN(C)S(=O)(=O)Nc1ccccn1 | ? | 88 | 81 | -22
O=C(NCC(c1cccs1)N1CCOCC1)c1ccc(Cl)c(S(=O)(=O)N2CCOCC2)c1 (stereo not given) | ? | 99 | 100 | -14
Clc1ccc(OCc2nnc3n2CCCCC3)c(Cl)c1 | ? | 104 | 98 | 9
Cn1nnnc1Sc1ccc(C(=O)O)cc1[N+](=O)[O-] | ? | 99 | 104 | 10
CC(=O)OC1CC(c2cc(C(C)(C)C)c(O)c(C(C)(C)C)c2)=NO1 (stereo not given) | ? | 98 | 92 | -33
O=C(NC1CCCCC1)C1CCCN(S(=O)(=O)c2cccc3cccnc23)C1 (stereo not given) | ? | 96 | 98 | -46
CCN(CC)C(C)C#CCC(c1ccccc1)c1ccccc1 (stereo not given) | ? | 101 | 100 | -12
CCSc1nc(=S)cc(C)[nH]1 | ? | 102 | 103 | -194
CC(=O)Nc1c(F)cc(Br)cc1F | ? | 98 | 96 | -6
C=C(C)C(=O)Nc1cccc(C2=NOC3(C2)C[C@H](C(N)=O)N(C(=O)COc2ccc(Cl)cc2)C3)c1 (stereo not given in full) | ? | 97 | 100 | -129
CN(C)CCCNc1nc(-c2ccccc2)nc2ccccc12 | ? | 103 | 103 | 7
CN(c1ccccc1)S(=O)(=O)c1cccc(NC(=O)c2cncc(Br)c2)c1 | ? | 101 | 98 | -6
O=C(/C=C/c1ccncc1)c1cc(Cl)ccc1O | ? | 102 | 103 | 44
CCN(CC)CCCN1C=C2C(=O)C(C)(OC(=O)CCc3ccccc3)C(=O)C=C2C=C1c1ccc(C#N)cc1 (stereo not given) | ? | 91 | 89 | -66
COc1ccc(NC(=O)c2cc3c(=O)n(C)c4ccccc4c3n2C)cc1Cl | ? | 107 | 114 | 16
CC(NC(=O)C1CCC(CNc2c(N3CCCCC3)c(=O)c2=O)CC1)c1ccccc1 (stereo not given) | ? | 98 | 99 | -53
CCS(=O)c1scc(-c2ccc(Cl)cc2)c1C#N (stereo not given) | ? | 99 | 94 | -2
Cc1cc(C(=O)Nc2cc(C(C)(C)C)on2)c(C)o1 | ? | 103 | 105 | -7
O=C(NCCCn1ccnc1)C(=O)NCC1OCCN1S(=O)(=O)c1cc(F)ccc1F (stereo not given) | ? | 105 | 107 | -21
C(=N\Nc1nc2ccccc2[nH]1)/c1cccc2nccnc12 | ? | 102 | 101 | -67
COCc1[nH]c(=S)c(C#N)cc1C(=O)OC | ? | 99 | 99 | -74

Fetched by structure from the list above, 2 records:
smiles | RGS7-Gao reg | RGS8-Gao | RGS4-Gao reg | Mcl1-Bid inh
O=C(O)CCC(=O)N1N=C(c2ccccc2)CC1c1cccs1 (stereo not given) | ? | 101 | 101 | 0
CC(=O)Nc1c(F)cc(Br)cc1F | ? | 98 | 96 | -6

Next section
smiles | RGS7-Gao reg | RGS8-Gao | RGS4-Gao reg | Mcl1-Bid inh
C=CCNC(=O)NC(=O)c1csc([N+](=O)[O-])c1 | ? | 101 | 102 | -15
O=C1CCCN=C(Nc2ccc(F)c(Cl)c2)S1 | ? | 102 | 103 | -2
CSc1sc(C(=O)OC(C)C)c2c1C(=O)CC(C)(C)C2 | ? | 101 | 95 | -13
O=C1Nc2ccccc2C1Cc1ccccn1 (stereo not given) | ? | 105 | 103 | -3
CCOC(=O)C1CCN(c2c(NCc3ccc(C(=O)Nc4ccc(C)cc4)cc3)c(=O)c2=O)CC1 | ? | 102 | 104 | -17
O=C1CC(C(=O)Nc2ccc(Cl)cc2)S/C(=N\N=C\c2ccco2)N1 (stereo not given) | ? | 62 | 51 | -9
O=C(COC(=O)C1CCN(S(=O)(=O)c2cccs2)CC1)Nc1ccc(F)cc1F | . | 95 | 100 | -20
N#C/C(=C/c1cn[nH]c1-c1cccc(Br)c1)C(=O)O | ? | 99 | 101 | -11
O=c1cc(O)c(-c2ccc(Cl)cc2)c(Cl)[nH]1 | ? | 100 | 106 | -55
CCN(CC)CCn1c2ccccc2c2nc3ccc([N+](=O)[O-])cc3cc21 | ? | 95 | 94 | -10
C=CCn1c(=N)n(CC(=O)c2ccc(OC)cc2)c2ccccc21 | ? | 105 | 105 | -28
CC(=O)O[C@H]1CC[C@]2(C)[C@H]3CC=C4[C@@H]5[C@@H](C)[C@H](C)CC[C@]5(C(=O)O)CC[C@@]4(C)[C@]3(C)CC[C@H]2C1(C)C | ? | 104 | 102 | -13
COc1ccc(NC(=O)c2cn3c(nc4ccccc43)c(C#N)c2C)cc1 | ? | 98 | 100 | -29
Clc1ccccc1/C=C/c1nc(-c2ccccn2)no1 | ? | 100 | 100 | -10
CN(CC(=O)Nc1ccc(F)cc1)C(=O)COc1ncnc2ccccc12 | ? | 102 | 100 | -24
COc1ccc(OC)c(/C=N/NC(=O)c2cc3c(OC)cc(OC)cc3[nH]2)c1 | ? | 98 | 99 | -4
COc1ccc(CN2CCOCCOCCOCC2)cc1 | ? | 102 | 100 | -4
CCCCC(=O)NNC(=O)c1c(O)c2ccccc2[nH]c1=O | ? | 102 | 103 | -13
O=C(c1ccc(-c2ccccc2)c(F)c1)C1CCCN(CCCn2cccn2)C1 (stereo not given) | ? | 104 | 100 | -24
COc1ccc(-c2cc3cc(C(=O)O)ccn3c2C(=O)c2ccccc2)cc1 | ? | 98 | 95 | -39
CCC(C)[C@H](NC(=O)NC1CCCc2ccccc21)C(=O)OC (stereo not given in full) | ? | 99 | 100 | -7
O=C(CN1CCN(S(=O)(=O)/C=C/c2ccccc2)CC1)Nc1ccccc1N1CCOCC1 | ? | 101 | 104 | -11
CSc1sc(-c2nnc(SCC(=O)Nc3ccc(Cl)cc3)n2C)c2c1C=CCC2 | ? | 101 | 96 | -2
c1ccc(Nc2nnc(-c3cccc4ccccc34)o2)cc1 | ? | 103 | 102 | -2
COc1cc(/C=C2\SC(=S)N(NC(=O)c3ccncc3)C2=O)ccc1O | ? | 100 | 99 | -4
COC(=O)C(NC(=O)c1cccnc1Cl)C(C)C (stereo not given) | ? | 101 | 100 | -22
O=C(O)c1ccc(-n2cccc2/C=C2/NC(=O)N(c3ccccc3)C2=O)cc1 | ? | 98 | 94 | -34
CCOc1ccc(CN2CCN(Cc3cccn3-c3nccs3)CC2CCO)cc1 (stereo not given) | ? | 101 | 114 | -15
CCCCNC(=O)c1cc2cc(CC)ccc2[nH]1 | ? | 109 | 110 | -25
O=S(=O)(c1cccc(-c2n[nH]c(=S)n2Cc2ccccc2)c1)N1CCOCC1 | ? | 98 | 101 | -58
COc1cccc(N/N=C/c2cccc(Br)c2O)c1 | ? | 101 | 99 | -75
CC1(C)Cc2nc(Cl)c(C(N)=O)cc2CO1 | ? | 100 | 101 | 10
CCNC(=O)C1Cc2ccccc2CN1S(=O)(=O)c1ccc(F)cc1 (stereo not given) | ? | 105 | 109 | -35
Cc1ccc(O)c(N=Nc2ccc(S(=O)(=O)N3CCCC3)cc2)c1 | ? | 101 | 103 | -45
COc1ccccc1N=C1SCC(=O)N1Cc1ccco1 | ? | 100 | 100 | -14
COc1ccccc1NC(=O)N1CCc2c([nH]c3ccccc23)C1C(F)(F)F (stereo not given) | ? | 100 | 99 | -18
S=c1[nH]c(-c2ccccc2)cn1/N=C/c1ccncc1 | ? | 98 | 101 | -24

Screening data from PubChem.
